Compound activity: PubChem, several laboratories
DAGLB inhibitor: blocks human DAGLB lipase activity. Q8NCG7. AID 504411. HEK293T DAGLB membrane lysate, EnzChek fluorogenic substrate. inhibition, % at 5.17 µM. hit rate 0.059% among 340,000; in the data active = inhibition above about 34%;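 note: 0% = enzyme with vehicle and 100% = wells lacking enzyme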
NSD2 inh: blocks human histone methyltransferase NSD2 | hit rate 0.54% among 310,000 | inhibition, % at 12.5 µM | O96028 | NSD2 peptide methylation, AlphaScreen, 120 min; in the data active = inhibition above about 50%
Target sequence (O96028 whole entry, looked up): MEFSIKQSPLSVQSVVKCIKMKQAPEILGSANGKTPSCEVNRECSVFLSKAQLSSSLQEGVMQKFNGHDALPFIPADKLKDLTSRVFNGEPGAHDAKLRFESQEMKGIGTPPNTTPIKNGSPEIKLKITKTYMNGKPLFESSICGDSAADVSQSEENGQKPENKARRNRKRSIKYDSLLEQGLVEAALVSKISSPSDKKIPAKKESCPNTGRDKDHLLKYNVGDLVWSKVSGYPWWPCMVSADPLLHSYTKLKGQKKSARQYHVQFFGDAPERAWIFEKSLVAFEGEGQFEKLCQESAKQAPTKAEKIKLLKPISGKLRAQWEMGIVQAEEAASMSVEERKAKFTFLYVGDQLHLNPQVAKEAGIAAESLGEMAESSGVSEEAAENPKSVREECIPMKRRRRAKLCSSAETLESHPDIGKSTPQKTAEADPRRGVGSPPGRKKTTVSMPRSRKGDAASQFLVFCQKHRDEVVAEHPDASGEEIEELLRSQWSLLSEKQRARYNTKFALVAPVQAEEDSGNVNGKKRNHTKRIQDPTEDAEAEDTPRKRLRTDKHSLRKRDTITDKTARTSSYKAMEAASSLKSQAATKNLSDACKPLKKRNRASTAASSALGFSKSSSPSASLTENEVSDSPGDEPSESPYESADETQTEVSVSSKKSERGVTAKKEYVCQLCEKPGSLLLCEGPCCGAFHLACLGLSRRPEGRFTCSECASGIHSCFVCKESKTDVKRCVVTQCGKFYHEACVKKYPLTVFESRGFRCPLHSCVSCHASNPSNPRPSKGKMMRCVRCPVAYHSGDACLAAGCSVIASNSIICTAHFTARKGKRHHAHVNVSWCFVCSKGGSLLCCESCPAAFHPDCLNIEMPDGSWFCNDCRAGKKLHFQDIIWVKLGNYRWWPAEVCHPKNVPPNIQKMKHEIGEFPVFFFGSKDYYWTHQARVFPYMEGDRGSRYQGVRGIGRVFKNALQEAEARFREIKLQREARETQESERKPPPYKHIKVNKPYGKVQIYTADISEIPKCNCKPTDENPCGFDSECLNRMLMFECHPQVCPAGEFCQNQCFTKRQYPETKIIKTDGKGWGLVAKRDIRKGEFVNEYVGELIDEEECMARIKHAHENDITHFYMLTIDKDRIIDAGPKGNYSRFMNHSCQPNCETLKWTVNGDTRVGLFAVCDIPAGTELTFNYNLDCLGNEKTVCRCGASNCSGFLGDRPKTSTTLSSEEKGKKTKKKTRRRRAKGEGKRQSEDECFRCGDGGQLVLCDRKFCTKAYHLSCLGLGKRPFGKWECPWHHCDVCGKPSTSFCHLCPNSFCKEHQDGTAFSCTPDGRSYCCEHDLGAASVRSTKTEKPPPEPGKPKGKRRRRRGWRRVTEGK
PKA-R2B activ: activates the human PKA-R2B holoenzyme complex. activation, % at 11.4 µM. P22694+P31323. PKA-R2B holoenzyme dissociation, Cy5-IP20 fluorescence polarization; R2B truncated from residue 108, S112A mutant; 0% DMSO only, 100% 113 µM cGMP. hit rate 0.079% among 340,000;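 active = activation above a cutoff set at the mean over all compounds plus 3 SD, cut at about 18% in these data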;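 note: higher means more holoenzyme dissociation and a rise in polarization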
* marks the source's active call; other numbers are inactive results. Some of the compounds tested; rates above refer to the full screens.

COc1ccccc1NC(=O)COC(=O)c1c(NC(C)=O)sc(C)c1C was read as DAGLB inhibitor -5.2, NSD2 inh -2.8 and PKA-R2B activ -0.7.
For Cc1cccc(C)c1OCC(=O)Nc1cccc(S(=O)(=O)N2CCCCCC2)c1 the results were DAGLB inhibitor -14.1, NSD2 inh 0.8 and PKA-R2B activ -0.4.
`Cc1cc(C)c(NS(=O)(=O)c2ccccc2)c(C)n1` gave DAGLB inhibitor -4.8, NSD2 inh 2.5 and PKA-R2B activ -1.2.
`O=C(CSCC(=O)OCC(=O)N1CCN(C(=O)c2ccco2)CC1)Nc1ccc(Cl)cc1` gave DAGLB inhibitor -3.9, NSD2 inh 0.8 and PKA-R2B activ -9.1.
`COc1cc(C=NCc2ccccc2)ccc1O` gave DAGLB inhibitor 2.7, NSD2 inh 0.7 and PKA-R2B activ -2.2.
For COc1ccc(NC(=O)COC(=O)C2COc3ccccc3O2)cc1 (stereo not drawn) the results were DAGLB inhibitor -3.0, NSD2 inh -0.6 and PKA-R2B activ 1.1.
COc1cccc(CNC(=O)CCNC(=O)N2CC(=O)Nc3ccccc32)c1 was read as DAGLB inhibitor -0.2, NSD2 inh -2.0 and PKA-R2B activ 4.4.
Screening CN(C)c1ncnc2c1nnn2C1OC(CO)C(O)C1O (stereo not drawn) returned DAGLB inhibitor 2.0, NSD2 inh -0.7 and PKA-R2B activ -12.1.
For CC1CCCN(CC(=O)Nc2ccc(S(=O)(=O)N3C(C)CCCC3C)cc2)C1 (stereo not drawn) the results were DAGLB inhibitor -2.0, NSD2 inh 0.6 and PKA-R2B activ -4.2.
Cc1ccc(NC(=O)c2ccc3c(c2)CCN3S(C)(=O)=O)cc1 was read as DAGLB inhibitor 1.5, NSD2 inh -3.1 and PKA-R2B activ -3.1.
`CS(=O)(=O)c1ccc(-c2cccc(NC(=O)c3ccc4c(c3)OCO4)c2)nn1` gave DAGLB inhibitor -3.3, NSD2 inh 4.9 and PKA-R2B activ 3.6.
Screening CCOc1ccc(CNC(=O)C2CCCN(S(=O)(=O)N3CCC(C)CC3)C2)cc1OC (stereo not drawn) returned DAGLB inhibitor -1.6, NSD2 inh -0.2 and PKA-R2B activ 16.3.
For CCc1ccc(/C=C2\SC(=S)N(CCCC(=O)Nc3cc(C)on3)C2=O)cc1 the results were DAGLB inhibitor -1.9, NSD2 inh 2.9 and PKA-R2B activ 2.1.
Screening Cc1ccc(NC2CCCN(C(=O)c3cc(C(C)C)nn3C)C2)cc1C (stereo not drawn) returned DAGLB inhibitor -2.0, NSD2 inh 2.4 and PKA-R2B activ -2.9.
Cc1ccc(OCCCC(=O)N(C)CC(=O)Nc2c(C)cccc2C)cc1 was read as DAGLB inhibitor -0.6, NSD2 inh 0.2 and PKA-R2B activ -4.6.
For Cc1cc(C(=O)N2CCCC(CO)(Cc3ccc(F)cc3F)C2)nn1C (stereo not drawn) the results were DAGLB inhibitor 0.8, NSD2 inh 2.0 and PKA-R2B activ -5.8.
`O=C(CC1SCCNC1=O)NCc1ccccc1` (stereo not drawn) gave DAGLB inhibitor 3.2, NSD2 inh 1.6 and PKA-R2B activ 0.9.
Cc1ccc(C)c(S(=O)(=O)N2CCCC2CNC(=O)C(=O)Nc2ccccc2)c1 (stereo not drawn) was read as DAGLB inhibitor -1.5, NSD2 inh -4.4 and PKA-R2B activ -6.5.
Screening O=C(Cn1ccc(=O)[nH]c1=O)Nc1nccs1 returned DAGLB inhibitor 1.7, NSD2 inh -2.1 and PKA-R2B activ -2.6.
For COc1ccc(S(=O)(=O)N2CCCOC2CNC(=O)C(=O)NCCO)cc1 (stereo not drawn) the results were DAGLB inhibitor 0.7, NSD2 inh -4.8 and PKA-R2B activ 5.1.
For O=C(COC(=O)c1cccc(-n2cnnn2)c1)c1ccc(F)c(F)c1 the results were DAGLB inhibitor -0.5, NSD2 inh -1.1 and PKA-R2B activ -2.2.
O=c1[nH]cc(Cc2ccccc2)c(=O)[nH]1 was read as DAGLB inhibitor -2.6, NSD2 inh 0.0 and PKA-R2B activ 0.6.
CCOc1ccc(CCNC(=O)COC(=O)c2n[nH]c3ccccc23)cc1OCC was read as DAGLB inhibitor -0.7, NSD2 inh 0.1 and PKA-R2B activ 5.5.
Screening CC(c1nc2ccccc2c(=O)[nH]1)N1CCN(S(=O)(=O)c2ccc(F)c(Cl)c2)CC1 (stereo not drawn) returned DAGLB inhibitor -1.8, NSD2 inh -4.3 and PKA-R2B activ -11.6.
`CCOc1ccc(-c2nc(CSCC(=O)NC3CCN(Cc4ccccc4)CC3)c(C)o2)cc1` gave DAGLB inhibitor -1.5, NSD2 inh 8.9 and PKA-R2B activ -3.7.
`COc1ccc(NC(=O)C2CC2(Cl)Cl)cc1S(=O)(=O)N1CCCCC1` (stereo not drawn) gave DAGLB inhibitor 0.2, NSD2 inh -1.3 and PKA-R2B activ -1.3.
`Cc1csc(=O)n1CCC(=O)OCC(=O)N(C)c1c(N)n(Cc2ccccc2)c(=O)[nH]c1=O` gave DAGLB inhibitor 0.7, NSD2 inh -1.4 and PKA-R2B activ -3.1.
For Cc1ccc(S(=O)(=O)NN(Cc2ccccc2)Cc2ccccc2)cc1 the results were DAGLB inhibitor -24.9, NSD2 inh -1.8 and PKA-R2B activ -1.4.
Screening COc1ccc(C=CC(=O)c2ccc(OC)c(OC)c2)cc1O returned DAGLB inhibitor -1.9, NSD2 inh 10.6 and PKA-R2B activ 3.1.
For Cc1ccc(S(=O)(=O)NCCc2nnc3ccc(N4CCOCC4)nn23)cc1 the results were DAGLB inhibitor -3.5, NSD2 inh 0.6 and PKA-R2B activ 3.2.

No new results follow: entries from further up.
Screening COc1ccc(C=CC(=O)c2ccc(OC)c(OC)c2)cc1O returned DAGLB inhibitor -1.9, NSD2 inh 10.6 and PKA-R2B activ 3.1.
For Cc1ccc(S(=O)(=O)NCCc2nnc3ccc(N4CCOCC4)nn23)cc1 the results were DAGLB inhibitor -3.5, NSD2 inh 0.6 and PKA-R2B activ 3.2.

Back to the main list, starting three compounds before the break.
For Cc1ccc(S(=O)(=O)NN(Cc2ccccc2)Cc2ccccc2)cc1 the results were DAGLB inhibitor -24.9, NSD2 inh -1.8 and PKA-R2B activ -1.4.
Screening COc1ccc(C=CC(=O)c2ccc(OC)c(OC)c2)cc1O returned DAGLB inhibitor -1.9, NSD2 inh 10.6 and PKA-R2B activ 3.1.
For Cc1ccc(S(=O)(=O)NCCc2nnc3ccc(N4CCOCC4)nn23)cc1 the results were DAGLB inhibitor -3.5, NSD2 inh 0.6 and PKA-R2B activ 3.2.
`CCN(CC(=O)NC(C)(C)C)C(=O)c1cccc(S(=O)(=O)N2CC3(C)CC2CC(C)(C)C3)c1` (stereo not drawn) gave DAGLB inhibitor -0.3, NSD2 inh 0.2 and PKA-R2B activ -10.5.
O=C(Nc1ccc2c(c1)CN(C(=O)Nc1ccc(F)cc1)CC2)c1ccccn1 was read as DAGLB inhibitor -2.1, NSD2 inh -2.9 and PKA-R2B activ -5.9.
CC1(C)Cc2c(sc(NC(=O)Cc3ccccc3)c2C#N)C(C)(C)N1 was read as DAGLB inhibitor 3.6, NSD2 inh 2.0 and PKA-R2B activ -3.2.
`CCN1C(=O)c2cccc3c(S(=O)(=O)N(C)C)ccc1c23` gave DAGLB inhibitor 1.3, NSD2 inh -11.8 and PKA-R2B activ -2.4.
Screening Cc1cccc(C(=O)NNC(=O)C2CCCCC2)c1O returned DAGLB inhibitor 2.9, NSD2 inh -1.9 and PKA-R2B activ 3.2.
`Cc1cccc(N(CC(=O)NCc2ccco2)S(=O)(=O)c2ccccc2)c1` gave DAGLB inhibitor -0.6, NSD2 inh 2.1 and PKA-R2B activ 8.3.
COc1ccc(C=C2NC(=O)NC2=O)cc1O was read as DAGLB inhibitor -1.9, NSD2 inh -1.3 and PKA-R2B activ 1.9.
`COCCCNC1=C(C#N)C(=O)NC2(CCCC2)S1` gave DAGLB inhibitor 0.3, NSD2 inh -5.1 and PKA-R2B activ -2.3.
`Nc1ccccc1SC(CC(=O)c1ccccc1)c1cccc([N+](=O)[O-])c1` (stereo not drawn) gave DAGLB inhibitor -7.2, NSD2 inh -0.4 and PKA-R2B activ -7.9.
COc1ccc(C(=O)N/C(=C\c2cn(S(=O)(=O)N(C)C)c3ccccc23)C(=O)N2CCCC2)cc1 was read as DAGLB inhibitor 1.3, NSD2 inh -0.1 and PKA-R2B activ -1.3.

Looked up by structure from the list above:
`CCN1C(=O)c2cccc3c(S(=O)(=O)N(C)C)ccc1c23` gave DAGLB inhibitor 1.3, NSD2 inh -11.8 and PKA-R2B activ -2.4.
Screening Cc1cccc(C(=O)NNC(=O)C2CCCCC2)c1O returned DAGLB inhibitor 2.9, NSD2 inh -1.9 and PKA-R2B activ 3.2.

New compounds follow:
O=C(NCC(c1cccs1)N1CCOCC1)c1cc(F)cc(F)c1 (stereo not drawn) was read as DAGLB inhibitor -1.9, NSD2 inh 8.5 and PKA-R2B activ -10.7.
For COc1cc(NC(C)=O)c2ncccc2c1Br the results were DAGLB inhibitor -4.6, NSD2 inh -2.8 and PKA-R2B activ -17.3.
For C(#CSCc1ccccc1)SCc1ccccc1 the results were DAGLB inhibitor -18.4, NSD2 inh -2.9 and PKA-R2B activ 3.3.
`CC(C)=CC(=O)N1CCC(Oc2cccc(C(=O)NCc3ccccn3)c2)CC1` gave DAGLB inhibitor -1.0, NSD2 inh 1.4 and PKA-R2B activ -3.0.
`CC(=NNC(N)=O)C1CC2CCC1CC2` (stereo not drawn) gave DAGLB inhibitor -2.6, NSD2 inh 1.2 and PKA-R2B activ -3.9.
`O=C1NN(CCO)C(=S)Nc2ccccc21` gave DAGLB inhibitor -0.3, NSD2 inh -3.2 and PKA-R2B activ -16.8.
`CCN(CC)c1ccc(C(=O)NNC(=O)C2CCN(c3ncnc4sc(C)c(C)c34)CC2)cc1` gave DAGLB inhibitor 0.2, NSD2 inh 0.1 and PKA-R2B activ 3.7.
Screening NC(=O)c1ccsc1NC(=O)COC(=O)CCc1ccccc1 returned DAGLB inhibitor -0.4, NSD2 inh -1.5 and PKA-R2B activ 1.0.
Screening CC1=C(C#N)C(=O)NC1(C)O (stereo not drawn) returned DAGLB inhibitor -1.6, NSD2 inh -1.3 and PKA-R2B activ -4.2.
Screening CCc1cc(C(=O)Nc2cc(S(=O)(=O)N3CCCCC3)ccc2N2CCN(C)CC2)sc1C returned DAGLB inhibitor -6.5, NSD2 inh 2.2 and PKA-R2B activ 4.0.
O=C(Cc1cccc2ccccc12)NCC(=O)N1CCN(CC(=O)Nc2ccc(F)cc2)CC1 was read as DAGLB inhibitor -1.5, NSD2 inh -3.4 and PKA-R2B activ -10.1.
For NC(=O)c1ccc(NC(=O)COC(=O)C23CC4CC(CC(C4)C2)C3)cc1 the results were DAGLB inhibitor -1.2, NSD2 inh -2.1 and PKA-R2B activ 4.1.
For O=C(O)CC(c1ccccc1)c1ccc2c(c1)OCO2 (stereo not drawn) the results were DAGLB inhibitor 1.2, NSD2 inh 4.4 and PKA-R2B activ 8.1.
CCOC(=O)c1c(C)[nH]c(C(=O)N(C)CC(=O)Nc2ccc(OCC)c(OCC)c2)c1C was read as DAGLB inhibitor -0.9, NSD2 inh -3.1 and PKA-R2B activ -3.5.
Screening COc1ccc(NC(=O)CN2c3cccc4cccc(c34)S2(=O)=O)cc1OC returned DAGLB inhibitor -0.8, NSD2 inh -3.3 and PKA-R2B activ 1.1.
O=C(CNC(=O)N1CC(=O)Nc2ccccc21)Nc1ccc(Br)cc1F was read as DAGLB inhibitor -3.5, NSD2 inh -0.3 and PKA-R2B activ 7.8.
Screening Cc1cc(OCc2cc(C(=O)NC(C)c3cnn(C)c3)no2)cc(C)c1Cl (stereo not drawn) returned DAGLB inhibitor -0.4, NSD2 inh -0.5 and PKA-R2B activ -3.1.
For C=CCNC(=O)CSc1nnc(-c2cccc(S(=O)(=O)N3CCOCC3)c2)o1 the results were DAGLB inhibitor 0.8, NSD2 inh -5.4 and PKA-R2B activ 1.6.
`COc1cccc(NC(=O)COC(=O)c2ccc3c(c2)OCCO3)c1` gave DAGLB inhibitor -8.7, NSD2 inh 46.1 and PKA-R2B activ -1.2.
`CC1(C)CC(=O)C(CC(=O)c2ccccc2)=C(NN=C(N)N)C1` gave DAGLB inhibitor -3.3, NSD2 inh 1.0 and PKA-R2B activ -6.6.
For NC(=O)N/C=C1\CCCOC1=O the results were DAGLB inhibitor -0.1, NSD2 inh -1.7 and PKA-R2B activ 4.3.
Screening Cc1ccc(CNC(=O)c2ccc(S(=O)(=O)N3CCCC3)cc2)cc1 returned DAGLB inhibitor -2.8, NSD2 inh -1.2 and PKA-R2B activ -1.4.
Screening COc1ccc(NC(=O)Cn2c([N+](=O)[O-])cnc2C)c(OC)c1 returned DAGLB inhibitor -2.0, NSD2 inh -1.0 and PKA-R2B activ -12.3.
For S=C(NN=Cc1ccccn1)Nc1ccccn1 the results were DAGLB inhibitor -1.2, NSD2 inh -6.2 and PKA-R2B activ 12.6.
`CC(C)N(C(=O)Cn1cc(S(=O)(=O)CC(=O)NCCc2ccccc2)c2ccccc21)C(C)C` gave DAGLB inhibitor -0.5, NSD2 inh -2.0 and PKA-R2B activ -1.9.
For Cc1cccc(NC(=O)c2cc([N+](=O)[O-])ccc2N2CCOCC2)c1C the results were DAGLB inhibitor -2.1, NSD2 inh 0.6 and PKA-R2B activ -5.2.
NC(=O)c1[nH]cnc1N=NN(CCO)Cc1ccccc1 was read as DAGLB inhibitor -4.1, NSD2 inh 68.7* and PKA-R2B activ 0.6.
